Screening results: PubChem BioAssay, National Center for Advancing Translational Sciences (NCATS)
AMA1 RON2 block – AMA1-RON2 (P. falciparum) interaction inhibition | 360,000 compounds, 0.2% hits | AID 720542 | Potency, µM (series often up to 58.2 µM), without a hit: at the highest dose activity change, negative = inhibition, hits mostly inhibitors | AlphaScreen AMA1-biotinylated RON2 peptide binding; active = well fitted inhibition curve with a large enough effect; inconclusive = small, poorly fitted or top-dose-only effect; inactive = no such curve, though single readings can be large or run the other way;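 note: potency is the fitted concentration of half-maximal effect; 0% = vehicle wells and -100% = peptide control; nearly all actives have a fitted effect of over 45% in size; some results filed as inactive show a strong effect at the top dose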
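AMA1 (3D7) with his tag at 25 nM final met compounds first, then biotinylated RON2 peptide at 25 nM; detection used donor plus acceptor beads, 10 µg/mL apiece, read by AlphaScreen after 30 min at room temperature.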
HCMV inh – blocks human cytomegalovirus replication. HFF cells, HCMV-luciferase reporter, 72 h; hits give low values. activity change, negative = inhibition, % at 57.5 µM. 410,000 compounds, 4.5% hits. AID 1259415; in the data active = activity change below about -60%; inconclusive = no clear call, values can overlap the other calls; inactive = above about -39%
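Human foreskin fibroblasts infected with luciferase-reporter HCMV at MOI 1 PFU/cell, compounds at two doses. Luciferase measured 72 h post infection; normalized to buffer-only basal and Salinomycin (10uM) controls.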
Numbers without * were called inactive; ? = inconclusive; [ ] = remark or other dose. Unless noted, % is set by controls: 0 for no effect and ±100 for the full control effect. These rows are one share of the data, so the mix of outcomes need not match the whole.

A first look, 4 compounds:
structure,AMA1 RON2 block,HCMV inh
CCOC(=O)Cn1ccc2cc(S(=O)(=O)N3CCCC3)ccc21,-5%,-18
CCCCCCCCN1C(=O)[C@H](CC(=O)NCCC(C)C)C[C@@]2(C(=O)OCC)CCCC=C12,-1%,-17
CNc1cc(-c2ccc(C(=O)OC)cc2)ncn1,-2%,74
N#CC1(CCCN2CCCCC2)c2ccccc2CCc2ccccc21,-1%,-19

All compounds of this part, from the first entry:
structure,AMA1 RON2 block,HCMV inh
CCOC(=O)Cn1ccc2cc(S(=O)(=O)N3CCCC3)ccc21,-5%,-18
CCCCCCCCN1C(=O)[C@H](CC(=O)NCCC(C)C)C[C@@]2(C(=O)OCC)CCCC=C12,-1%,-17
CNc1cc(-c2ccc(C(=O)OC)cc2)ncn1,-2%,74
N#CC1(CCCN2CCCCC2)c2ccccc2CCc2ccccc21,-1%,-19
CCOC1=C2[C@@H](CN(S(=O)(=O)c3ccc(C)cc3)[C@H]2c2ccccc2)[C@H]2C(=O)N(c3ccccc3)C(=O)[C@H]2C1,23%,-5
CCC(C)C(CO)NCCCn1ccc(NC(=O)OCc2ccccc2)nc1=O (centres undefined),11%,-25
COCCNC(=O)C1(C)CCCN(C(=O)c2cccc(Cl)c2)C1 (centres undefined),-5%,10
N#CC1c2ccccc2-n2nncc2CN1C(=O)CCc1ccccc1 (centres undefined),-8%,31
Cc1ccc(OCc2nnc(-c3ccc(Cl)cc3)o2)cc1,34%[activator],-28
COc1ccc(CCC(=O)N2c3ccccc3N=C(c3ccc4c(c3)OCO4)C2C(=O)NCc2ccccc2)cc1 (centres undefined),-3%,0
Cc1nc2c(=O)[nH]c(=S)[nH]c2[nH]c1=O,28µM*,-22
COCOCCn1cc(CN2CCS(=O)(=O)N(Cc3ccc(-c4ccc(Cl)nc4)cc3)C(C)C2=O)nn1 (centres undefined),2%,-20
COC(=O)C1=C(c2cc3ccccc3s2)C[C@@H]2CC[C@H]1N2C(=O)NCc1cccc2ccccc12,-19%,-23
CCCSc1nc2c([nH]1)c(=O)n(C)c(=S)n2C,27%,-11
CCOC(=O)[C@]12CCCC=C1N(Cc1ccc(Cl)cc1Cl)C(=O)[C@H](CC(=O)NCCCN1CCCC1=O)C2,3%,-17
CC(=O)Oc1ccc([C@@H]2COc3c(ccc4c3C=CC(C)(C)O4)C2)c(OC(C)=O)c1,-1%,12
CCOc1ccc(NC(=O)COc2cccc3cccnc23)cc1S(=O)(=O)N1CCCC1,36%[activator],-11
CCCc1cc(=O)oc2cc(OCC(=O)NCCN3CCOCC3)c(Cl)cc12,15%,-79*
Cc1cc(C)c2cc(C#N)c(NCCNC(=O)c3ccccc3)nc2c1,-9%,-14
CC1C(=O)N(Cc2cn(CCC3OCCO3)nn2)CCS(=O)(=O)N1Cc1ccc(-c2ccc(Cl)c(Cl)c2)cc1 (centres undefined),-5%,-34
CS(=O)(=O)c1ccc(S(=O)(=O)N2CCN(C(=O)C(O)c3ccccc3)CC2)cc1 (centres undefined),5%,3
c1ccc2c(c1)ccn2CCCN1CCCCC1,15%,-1
COc1ccc(OC)c(C(O)c2ncc(-c3ccc(C(F)(F)F)cc3)[nH]2)c1 (centres undefined),-5%,-12
Oc1c(CN2CCOCC2)cc(CN2CCOCC2)cc1CN1CCOCC1,27%,-18
COc1ccccc1CNC(=O)C(NC(=O)C1CCCCC1)C(C)C (centres undefined),-4%,-13

The list goes on:
structure,AMA1 RON2 block,HCMV inh
CC1(C(=O)NS(=O)(=O)Cc2ccccc2)CCN1C(=O)c1ccc(C2CCCCC2)cc1 (centres undefined),-6%,6
CCOC(=O)C1Nc2c(F)cc(C)cc2C2c3ccccc3CC12 (centres undefined),-11%,-22
O=C(Cc1ccccc1)NN=C1CCCC1,71%[activator],-12
COc1cccc(-c2c(C(=O)O)cc(O)c3ccc(OC)cc23)c1,1%,11
CCCCNC(=O)c1cc2nc(-c3ccc(OC)cc3)cc(C(F)(F)F)n2n1,16%,-33
Cc1ccc(C=NNc2ccc([N+](=O)[O-])cn2)cc1,11%,-38
CCc1nc2ccc(C(=O)NCCOc3ccc(OC)cc3)cn2c1N(C)C(=O)Cc1ccccc1,5%,-32
CN(C)c1ncnc2c1ncn2[C@H]1CN(Cc2ccncc2)C[C@@H](CO)O1,13%,-10
Cc1cc(C)nc(NC2=N[C@@H]3CCCC[C@H]3N2C(=O)Nc2cc(Cl)cc(Cl)c2)n1,-12%,0
CC1(c2nnnn2-c2ccc3c(c2)OCCO3)CCC(=O)N1CCc1c[nH]c2ccccc12 (centres undefined),-5%,19
COc1cc(-c2cnc3c(NC=O)cc(-c4ccc(S(C)(=O)=O)cc4)cn23)cc(OC)c1OC,32%[activator],-9
O=C(COC(=O)c1cccc(S(=O)(=O)N2CCCC2)c1)Nc1ccc(Cl)cc1,1%,4
CC(C)CCOc1ccc(C(=O)Nc2cc(S(=O)(=O)N3CCOCC3)ccc2N2CCOCC2)cc1,3%,24
COc1ccccc1CCNC(=O)CSCC(=O)Nc1ccccc1F,10%,-30
CCc1nc2c(OCc3cccc(Cl)c3)cccn2c1N(C)C(=O)c1ccncc1,-1%,-1
Cc1cccc(N2CCN(C(=O)c3cc4c(=O)[nH]c5ccccc5c4n3C)CC2)c1C,3%,-65*
CCOc1ccccc1-c1ccc2nccn2c1,1%,-3
ON=C1c2ccccc2-c2ccc(O)cc21,-19%,-30
CC(C)NC(=O)C1C(c2ccccc2)=Nc2ccccc2N1C(=O)c1cc(Cl)cc(Cl)c1 (centres undefined),-16%,-24
CCCS(=O)(=O)NC(=O)C1(C)CCN(C(=O)c2cc(C)n(C(C)(C)C)n2)C1 (centres undefined),10%,36
O=C(c1cccc(Cl)c1)N1CCC2CC1c1cc(N3CCOCC3)ccc12 (centres undefined),-14%,8
CC(=O)Nc1ccc2c(c1)C(N1CC3CCC(CC3)C1)c1ccccc1-2 (centres undefined),-17%,?
Cc1c(-c2ccccc2)n(O)[n+]([O-])c1-c1ccccc1,-1%,18
CCOc1ccc(NC(=O)c2ccc3c(c2)N(C)CCS3)cc1,-8%,100
CN(C)CCCOc1ccc(-c2cccc3nncn23)cn1,4%,-28

Three entries picked at random from the list so far, as already listed:
structure,AMA1 RON2 block,HCMV inh
COc1cc(-c2cnc3c(NC=O)cc(-c4ccc(S(C)(=O)=O)cc4)cn23)cc(OC)c1OC,32%[activator],-9
CC(C)NC(=O)C1C(c2ccccc2)=Nc2ccccc2N1C(=O)c1cc(Cl)cc(Cl)c1 (centres undefined),-16%,-24
CC(=O)Nc1ccc2c(c1)C(N1CC3CCC(CC3)C1)c1ccccc1-2 (centres undefined),-17%,?

Next part:
structure,AMA1 RON2 block,HCMV inh
O=c1cc(CO)oc(C(Nc2ccccn2)c2ccccc2F)c1O (centres undefined),-28%,10
COC(/C(C)=C/C=C/C(C)=C/c1coc(C)n1)C(C)C1CC(O)C2(C)OC2C=CC(C)C2CC(CC(=O)O2)CC2OC2C(=O)O1 (centres undefined),3%,-80*
OC[C@@H]1CN(CCN2CCOCC2)C[C@H](n2cnc3c(Nc4ccccc4)ncnc32)O1,-6%,-36
CCCN(CC(=O)Nc1ccccc1OC)CC(=O)c1c(N)n(Cc2ccccc2)c(=O)n(C)c1=O,6%,-15
CC(C)Cc1ccc(C(C)/C=C2/CCC(CN3CCCCC3)C2=O)cc1 (centres undefined),-6%,-28
COCCN(CCOC)Cc1cc(=O)oc2cc(C)ccc12,0%,-20
COc1cc(NC(=O)c2cc(-c3cc(F)ccc3OC(C)C)n[nH]2)cc(OC)c1OC,26%,13
CC(C)N1CCCC(C)(C(=O)Nc2nccc3ccccc23)C1 (centres undefined),10%,48
O=C1C=C(c2ccccc2)CO1,11%,30
C[C@H](O)[C@@]1(O)CC[C@H]2[C@@H]3CC[C@@H]4C[C@H](O)CC[C@]4(C)[C@H]3CC[C@@]21C,-1%,30
COc1ccc(S(=O)(=O)NC(=O)C2(C)CCN2C(=O)Cc2ccc(-c3ccccc3)cc2)cc1 (centres undefined),1%,?
O=C(OCc1cn([C@@H]2CN(Cc3cccs3)[C@@H](c3ccc(Cl)cc3)C[C@H]2O)nn1)c1ccccc1,-8%,5
O=C1OC(c2cccc3c(F)cccc23)c2ccccc21 (centres undefined),-1%,-34
O=C(OCc1cc(=O)n2ccsc2n1)C1(c2ccccc2)CC1,-11%,-98*
N#C/C(=C\c1cccn1S(=O)(=O)c1ccccc1)S(=O)(=O)c1ccc(F)cc1,-23%,9
ON=C1CCC2CCCCC2C1 (centres undefined),6%,-22
COc1ccc(S(=O)(=O)N2CCOCC2)cc1NC(=O)Cc1ccc(F)cc1,3%,7
Cc1cccc(NC(=O)C2CCCN(S(=O)(=O)c3c(C)nn(C)c3C)C2)c1 (centres undefined),0%,11
CN1OC[C@@H]2CN[C@H](c3cccc(Oc4ccccc4)c3)C[C@@H]21,-6%,2
CC1CCN(C(=O)Cn2cc(S(=O)(=O)CC(=O)N3CCOCC3)c3ccccc32)CC1,-2%,19
CCOC(=O)[C@]12CCCC=C1N(CCc1ccc(OC)c(OC)c1)C(=O)[C@H](CC(=O)N1CCN(C(=O)C3CC3)CC1)C2,-7%,-36
COc1ccc(-c2nc3ccc(C)cn3c2Cc2ccsc2)cc1OC,-8%,16
CCOC(=O)c1cccc(C2=C(CNC(C)=O)[C@H]3CC[C@@H](C2)N3Cc2ccccc2)c1,0%,-6
CCC(CC)C(C(=O)NCc1ccccc1)N1CCN(CCN2CCOCC2)CC1 (centres undefined),35%,-2
O=C1NC(=O)C2(CCCC2C(=O)O)N1 (centres undefined),9%,-5

(cont.)
structure,AMA1 RON2 block,HCMV inh
CCCCNC(=O)C1(C)CCN1C(=O)c1cc(-c2cccs2)oc1C (centres undefined),-3%,60
Cc1cc(C(=O)C(C(c2ccccc2)N2CCOCC2)N2CCOCC2)ccc1Cl (centres undefined),19%,7
COc1ccc(C(C)(NC(C)=O)c2nc(/C=C/c3ccccc3)cs2)cc1 (centres undefined),-13%,-1
Cn1ccc2c(N(Cc3ccccc3)Cc3ccccc3)cc3c(c21)C1CCC3C1 (centres undefined),?,-36
CC(=O)N1c2ccccc2N=C(c2ccc3c(c2)OCO3)C1C(=O)NCc1ccccc1 (centres undefined),-7%,-15
CC(=O)Oc1ccccc1Cn1c(C)c(C(=O)NCc2cccc([N+](=O)[O-])c2)sc1=O,1%,24
C[C@H](CO)N1C[C@H](C)[C@@H](CN(C)C(=O)Oc2cccc3ccccc23)OCc2cn(nn2)CCCC1=O,4%,1
NC(=O)c1ncn([C@@H]2O[C@H](CNCc3cc(Cl)ccc3OCc3ccc(Cl)cc3)[C@@H](O)[C@H]2O)n1,9%,-21
Cn1c(=O)c2cc(NC(=S)NC3CCCCC3)ccc2n1Cc1ccc(Cl)cc1,30%[activator],-5
CCc1c(Cl)nc(N)nc1Nc1ccccc1Cl,-10%,-4
CC1(C(=O)NCc2cccs2)Cc2c(-c3cccc(C(F)(F)F)c3)ccnc2O1 (centres undefined),-5%,?
OCC[C@@H]1C[C@H](O)[C@@H](O)[C@@]2(OCCCc3cc(C(F)(F)F)ccc32)O1,-7%,18
CC1(C)CC(NC(=O)c2ccccc2NS(=O)(=O)c2ccc(Br)cc2)CC(C)(C)N1,-12%,-11
COC(=O)[C@]12CCCCC=C1N(Cc1ccc3c(c1)OCO3)C(=O)[C@H](CC(=O)NCc1cccc(C(F)(F)F)c1)C2,-12%,4
Cc1cc(C)c(CC(=O)c2ccccc2)c(C)c1,-2%,-4
Cc1csc(NC(=O)c2cccnc2Cl)n1,22%,216
C[C@H]1CN([C@@H](C)CO)C(=O)CCCn2nncc2CO[C@H]1CN(C)S(=O)(=O)c1ccccc1F,8%,7
OC(c1ccccc1)c1ncc(-c2cccc(OCc3ccccc3)c2)[nH]1 (centres undefined),-2%,18
CC(C)(C)n1nnnc1C(c1cccc2ccccc12)N1CCC2(CC1)C(=O)NCN2c1ccccc1 (centres undefined),-18%,-15
COc1ccc(C(=O)NC(C)c2ccc(-n3ccnc3)cc2)c(OC)c1 (centres undefined),28%,-14
O=C(CC(O)c1ccccc1)Nc1ccccn1 (centres undefined),7%,23
CCOC1=C2CN(S(=O)(=O)c3ccc(C)cc3)C(c3ccccc3)CC2N(S(=O)(=O)c2ccccc2Cl)C(c2ccccc2)C1 (centres undefined),-7%,-33
O=C(Nc1c(-c2ccc(Cl)cc2)[nH][nH]c1=O)c1ccc(Br)cc1,-2%,-7
CN(C)CCNc1nc(-c2ccccc2F)c2sccc2n1,-2%,-14
N#CC(CC(=O)OCc1ccccc1)NC(=O)OCc1ccccc1 (centres undefined),9%,6
COc1ccc(CCN2C(=O)COc3ccccc3C2C(=O)NC(C)(C)C)cc1OC (centres undefined),13%,3
COc1ncnc2c1ncn2CCCNC1CCN(Cc2ccccc2)CC1,1%,-3
CCCCN1C(N)=NC[C@@H]1CCCCN,3%,12
